GPR151 activ: human GPR151 activation | Q8TDV0 | PathHunter beta-arrestin GPR151 cells, luminescence | actives 1% (n = 650,000) | activation, % at 11.2 µM; in the data active = activation above about 4.9%;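 also: 0% = median of compound wells and 100% = cells with positive control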
Target sequence (Q8TDV0 whole entry, looked up): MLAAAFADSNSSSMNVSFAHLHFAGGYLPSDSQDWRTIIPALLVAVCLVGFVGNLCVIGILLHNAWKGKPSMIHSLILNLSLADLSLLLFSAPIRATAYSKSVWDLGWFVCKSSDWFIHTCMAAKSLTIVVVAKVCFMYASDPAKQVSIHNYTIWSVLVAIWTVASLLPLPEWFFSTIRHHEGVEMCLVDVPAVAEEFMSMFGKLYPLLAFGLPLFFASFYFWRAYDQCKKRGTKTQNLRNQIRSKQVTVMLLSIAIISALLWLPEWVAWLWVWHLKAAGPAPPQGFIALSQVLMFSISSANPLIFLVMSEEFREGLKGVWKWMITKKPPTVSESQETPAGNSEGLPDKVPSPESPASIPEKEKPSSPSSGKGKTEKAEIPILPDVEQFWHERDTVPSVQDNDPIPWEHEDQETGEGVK
TEAD-YAP inh: TEAD-YAP interaction inhibition. HEK-TIYL cells, TEAD-Gal4/YAP UAS-luciferase luminescence. actives 1.4% (n = 640,000). inhibition, % at 9.12 µM; in the data active = inhibition above about 32%;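 also: 0% = median of test compound wells and 100% = reference inhibitor wells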
MITF primary: blocks human microphthalmia-associated transcription factor | O75030 | inhibition, % at 2.6 µM | AlphaScreen MITF homodimerization, bead proximity signal | actives 0.91% (n = 650,000); in the data active = inhibition above about 50%;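 also: 0% = vehicle wells with protein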
FBW7 act: activators of human E3 ligase FBW7 | AlphaScreen FBW7–phospho-cyclin E peptide binding, activator screen | actives 0.13% (n = 650,000) | AID 1259310 | normalized activity (activation), % at 26.1 µM; in the data active = normalized activity above about 1.9%;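 also: purified mutant Fbw7 with reduced substrate affinity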
Target sequence (Q969H0 whole entry, looked up): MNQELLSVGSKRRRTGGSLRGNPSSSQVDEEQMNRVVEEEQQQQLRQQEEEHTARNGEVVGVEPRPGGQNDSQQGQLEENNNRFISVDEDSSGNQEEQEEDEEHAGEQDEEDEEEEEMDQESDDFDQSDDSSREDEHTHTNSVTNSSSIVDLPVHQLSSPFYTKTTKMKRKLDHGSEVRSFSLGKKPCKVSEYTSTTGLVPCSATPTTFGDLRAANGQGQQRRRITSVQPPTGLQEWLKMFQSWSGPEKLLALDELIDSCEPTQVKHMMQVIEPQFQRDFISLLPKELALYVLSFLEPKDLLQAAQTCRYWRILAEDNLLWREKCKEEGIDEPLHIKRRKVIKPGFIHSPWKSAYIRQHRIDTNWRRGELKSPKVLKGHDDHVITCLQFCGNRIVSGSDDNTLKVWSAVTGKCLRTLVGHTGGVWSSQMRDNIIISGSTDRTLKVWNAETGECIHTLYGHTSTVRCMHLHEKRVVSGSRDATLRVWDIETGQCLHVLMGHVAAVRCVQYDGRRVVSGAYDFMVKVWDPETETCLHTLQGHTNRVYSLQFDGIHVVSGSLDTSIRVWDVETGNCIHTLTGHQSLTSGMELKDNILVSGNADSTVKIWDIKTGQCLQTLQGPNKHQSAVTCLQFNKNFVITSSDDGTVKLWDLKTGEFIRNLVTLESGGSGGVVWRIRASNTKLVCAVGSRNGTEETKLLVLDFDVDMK
Starred values were filed as active, the others as inactive.

SMILES | GPR151 activ | TEAD-YAP inh | MITF primary | FBW7 act
CC(C#N)Sc1nnc(-c2cccnc2)n1C1CCCCC1C (configuration not stated) | 4.9 | -5 | -8 | 0.1
COc1ccc(CCNC(=O)CI)cc1OC | -0.2 | 13 | -6 | 0.0
O=c1nc(SCc2ccccc2)c2c([nH]1)CCCC2 | -2.4 | 0 | 17 | 0.3
COc1ccc(OC)c(/C=N/NC(=O)Cn2cnc3c(=O)n(C)c(=O)n(C)c32)c1 | 1.4 | 2 | 12 | 0.0
COc1ccc2c(c1)OC(C)CN(CC(=O)N1CCOCC1)C2 (configuration not stated) | 0.8 | -2 | 6 | 0.4
CCN1CCN(CC(=O)N2CCCc3ccccc32)C(=O)C1=O | -1.4 | 2 | -7 | 0.0
Cn1nnc(NC(=S)NC(=O)c2ccco2)n1 | -1.2 | 4 | -3 | -0.3
CCC(C)NC(=O)CCNS(=O)(=O)c1ccc(Br)cc1 (configuration not stated) | -0.6 | 3 | 3 | 0.0
COc1cc(OC)cc(C(=O)N/N=C(\C)CC(=O)Nc2ccccn2)c1 | 0.2 | 56* | -2 | -0.1
CCOC(=O)c1c(C)[nH]c(C(=O)C(C)NCc2ccc3c(c2)OCO3)c1C (configuration not stated) | 0.1 | 6 | 11 | -0.2
COC(=O)c1cc(NC(=O)Cc2coc3cc4c(cc23)CCC4)cc(C(=O)OC)c1 | 1.1 | 4 | 7 | 0.0
C/C=C/c1ccccc1OCc1ccc(C(=O)O)o1 | -0.9 | -5 | 7 | 0.1
O=C(Nc1c2c(nn1-c1ccc(Cl)cc1)CS(=O)(=O)C2)c1ccccc1Br | 1.5 | -7 | -5 | -0.2
CC1(C)Oc2ccc(C(=O)N/N=C/c3ccc(F)cc3)cc2NC1=O | 0.6 | -1 | 8 | 0.0
CCCCOC(=O)Nc1sc2c(c1C(=O)OCC)CCCC2 | 0.5 | -6 | -6 | -0.1

Structures above that have an aryl thioether with sulfur outside any ring (two):
SMILES | GPR151 activ | TEAD-YAP inh | MITF primary | FBW7 act
CC(C#N)Sc1nnc(-c2cccnc2)n1C1CCCCC1C (configuration not stated) | 4.9 | -5 | -8 | 0.1
O=c1nc(SCc2ccccc2)c2c([nH]1)CCCC2 | -2.4 | 0 | 17 | 0.3

Following part
SMILES | GPR151 activ | TEAD-YAP inh | MITF primary | FBW7 act
O=c1c2cc(Br)cnc2[nH]c2c([N+](=O)[O-])cc([N+](=O)[O-])cc12 | -0.6 | 1 | 11 | 0.0
O=C(C1CCCO1)N1CCC(Cn2nc(-c3cccs3)ccc2=O)CC1 (configuration not stated) | -1.0 | 8 | 19 | 0.5
O=S(=O)(NCc1nnc2n1CCN(Cc1ccc(F)cc1F)CC2)c1ccccc1 | -0.3 | 10 | -1 | -0.1
CCOc1cc(C)nc(N2CCC(C(=O)NC3CC3)CC2)n1 | 1.1 | 3 | 5 | 1.0
Cc1cc(N2CCN(C)CC2)nc2ccc(NC(=O)CCC(=O)NC3CCCCC3)cc12 | 1.1 | -2 | 14 | 0.0
CC(C)(C)CC(C)(C)NC(=O)c1ccco1 | 0.0 | 2 | 7 | 0.1
CN(C)S(=O)(=O)c1ccc(C(=O)Nc2ccccc2[N+](=O)[O-])cc1 | 0.6 | -6 | 4 | 0.1
Cc1ccnc(NC(=O)c2sc3ccccc3c2Cl)c1 | -0.9 | -31 | 11 | 0.4
NC(=O)C1CCCN(Cc2ccc(Cl)cc2)C1 (configuration not stated) | -0.2 | 5 | 34 | 0.2
Ic1ccc(CSc2nc3ccccc3[nH]2)cc1 | -4.5 | -59 | 11 | 0.1
CC(NC(=O)CN1C(=O)c2cccc([N+](=O)[O-])c2C1=O)c1ccc(Cl)cc1Cl (configuration not stated) | -0.2 | 1 | 13 | 0.3
Cc1cc(NC(=O)CSc2nc3ccccc3n2CC(=O)Nc2ccccc2F)no1 | -2.0 | 0 | -10 | 0.0
O=C1C(=O)N(c2nc3ccccc3s2)C(c2ccc(Br)cc2)/C1=C(\O)c1ccccc1 (configuration not stated) | -1.3 | -20 | -13 | -0.3
O=C(NCCN1CCN(S(=O)(=O)c2ccc3ccccc3c2)CC1)C(=O)Nc1ccccc1 | 0.9 | 1 | -3 | -0.1
O=C(COC(=O)c1c2c(nc3ccccc13)CCC2)c1ccc[nH]1 | 1.3 | 19 | 7 | 0.0

Complete entries as entered above.
`O=C1C(=O)N(c2nc3ccccc3s2)C(c2ccc(Br)cc2)/C1=C(\O)c1ccccc1` (configuration not stated) as listed: GPR151 activ: -1.3; TEAD-YAP inh: -20; MITF primary: -13; FBW7 act: -0.3
`CC(C)(C)CC(C)(C)NC(=O)c1ccco1` as listed: GPR151 activ: 0.0; TEAD-YAP inh: 2; MITF primary: 7; FBW7 act: 0.1

Arranged by molar mass (smallest number first): some entries from above.
SMILES | GPR151 activ | TEAD-YAP inh | MITF primary | FBW7 act
O=c1c2cc(Br)cnc2[nH]c2c([N+](=O)[O-])cc([N+](=O)[O-])cc12 | -0.6 | 1 | 11 | 0.0
Ic1ccc(CSc2nc3ccccc3[nH]2)cc1 | -4.5 | -59 | 11 | 0.1
O=C1C(=O)N(c2nc3ccccc3s2)C(c2ccc(Br)cc2)/C1=C(\O)c1ccccc1 (configuration not stated) | -1.3 | -20 | -13 | -0.3

(list continues)
SMILES | GPR151 activ | TEAD-YAP inh | MITF primary | FBW7 act
O=C(Nc1nnn(CCOc2nonc2NC(=O)C(F)(F)F)n1)C(F)(F)F | -0.8 | 5 | 1 | -0.1
Cc1nn(C)c(C)c1-c1cc(C(=O)NCc2cccnc2)ccn1 | -0.6 | 7 | 13 | 0.2
C/C(CCc1ccco1)=N/NC(=O)CCC(=O)Nc1ccc(C)cc1 | -1.2 | 3 | -7 | -0.2
O=C(CSc1nc2cc(C(=O)NCCCN3CCOCC3)ccc2c(=O)n1CC1CCCO1)c1ccccc1 (configuration not stated) | -0.9 | -2 | 8 | 0.0
O=C(NCc1ccco1)c1cnn2cc(Br)cnc12 | 1.5 | -1 | 11 | 0.0
O=C(CN1CCCCC1)Nc1sc2c(c1C(=O)NCc1ccccc1)CCCC2 | -1.7 | 6 | 18 | -0.7
CC(=O)N1CC(C)Oc2cc(S(=O)(=O)Nc3ccccc3C(F)(F)F)ccc21 (configuration not stated) | -1.5 | 8 | -1 | 0.0
O=[N+]([O-])c1ccc(S(=O)(=O)N2CCN(C(c3ccccc3)c3ccccc3)CC2)cc1 | 0.7 | -1 | -8 | -0.1
COc1ccc(C(=O)Nn2c(C3CCCCC3)nc3ccccc3c2=O)cc1[N+](=O)[O-] | 0.2 | -5 | -13 | -0.2
CC(=O)Nc1ccc(S(=O)(=O)NCc2nc(-c3cccnc3)n[nH]2)cc1 | -0.8 | 1 | -4 | 0.4
COc1ccc(OC)c(C(C2=C(O)CC(C)(C)CC2=O)C2C(=O)CC(C)(C)CC2=O)c1 (configuration not stated) | 0.1 | -4 | 12 | 0.8
CC(C)Oc1ccccc1/C=C/c1[nH]c(=O)[nH]c(=O)c1[N+](=O)[O-] | -0.3 | 5 | 5 | -0.2
Cc1cc2c(n1-c1ccc(C(=O)NCCN3CCN(C)CC3)cc1)CCC(C)C2 (configuration not stated) | 2.7 | 9 | 1 | -0.1
O=C(Nc1ccc(NC(=O)c2ccccn2)cc1)C(=O)Nc1ccc2c(c1)OCCO2 | -0.8 | -5 | -9 | 0.1
CCC(=O)Nc1cccc(NC(=O)c2ccc(I)cc2)c1 | 1.4 | -16 | -16 | -0.2

Overlap with the part before: 5 compounds, followed by the next part.
SMILES | GPR151 activ | TEAD-YAP inh | MITF primary | FBW7 act
COc1ccc(OC)c(C(C2=C(O)CC(C)(C)CC2=O)C2C(=O)CC(C)(C)CC2=O)c1 (configuration not stated) | 0.1 | -4 | 12 | 0.8
CC(C)Oc1ccccc1/C=C/c1[nH]c(=O)[nH]c(=O)c1[N+](=O)[O-] | -0.3 | 5 | 5 | -0.2
Cc1cc2c(n1-c1ccc(C(=O)NCCN3CCN(C)CC3)cc1)CCC(C)C2 (configuration not stated) | 2.7 | 9 | 1 | -0.1
O=C(Nc1ccc(NC(=O)c2ccccn2)cc1)C(=O)Nc1ccc2c(c1)OCCO2 | -0.8 | -5 | -9 | 0.1
CCC(=O)Nc1cccc(NC(=O)c2ccc(I)cc2)c1 | 1.4 | -16 | -16 | -0.2
COc1ccccc1N1CCN(C(=O)C2CC(c3ccc(Cl)cc3)=NO2)CC1 (configuration not stated) | -1.0 | 0 | -5 | -0.1
O=C1C2(CCCC13COC(c1ccc(O)cc1)OC3)COC(c1ccc(O)cc1)OC2 (configuration not stated) | -1.9 | -5 | 5 | -0.1
COc1ccc(CCn2c(SCc3ccc(Cl)cc3)nc3ccsc3c2=O)cc1OC | 1.4 | -5 | 0 | 0.1
O=c1c2cc(NC(=S)N3CCN(c4ccccn4)CC3)ccc2nc2n1CCCCC2 | 4.3 | -2 | 2 | -0.1
O=C(Nc1ccccc1Cl)c1ccc(F)c(S(=O)(=O)N2CCN(c3ccc(F)cc3)CC2)c1 | -1.0 | 12 | 4 | -0.1
O=C(Nc1ccc2c(c1)OCCO2)c1cccc(C(=O)Nc2ccc3c(c2)OCCO3)c1 | -0.2 | -39 | 8 | 0.2
CCOC(=O)c1c(NC(=O)/C=C/C(=O)O)sc2c1CCN(C(C)=O)C2 | -1.4 | 0 | -5 | -0.1
O=C(CCc1ccccc1)NC(=S)Nc1nnc(CCN2CCCCC2)s1 | 1.5 | -3 | 8 | 0.0
Cc1cccc(N2C(=O)CC(N3CCN(c4ccc(Cl)cc4)CC3)C2=O)c1 (configuration not stated) | 0.0 | -14 | 1 | -0.1
O=C(C1CC(=O)N(c2ccc(F)cc2)C1)N1CCC(O)(c2ccccn2)CC1 (configuration not stated) | -1.3 | 2 | 3 | 0.1
CCCC(C)C(=O)Nc1ccc(C)cc1C (configuration not stated) | -0.1 | -14 | 4 | 0.0
COc1cc(C=O)ccc1OCc1ccccc1Cl | -2.3 | -24 | 12 | 0.1
NC(=O)c1cc(-c2csc(Nc3ccccc3)n2)ccc1O | 1.8 | -39 | 4 | -0.3
CC1(C)CC(=O)c2cnc(NC(=O)C3CCCCC3)nc2C1 | -0.3 | -5 | 7 | 0.1
COCCN(Cc1cc2ccc(C)cc2[nH]c1=O)C(=O)c1ccco1 | 0.5 | 6 | 15 | 0.5
COCCN(CCOC)C(=O)COC(=O)c1ccc(F)cc1Cl | 1.1 | 4 | 7 | 0.0
CCc1nnc(NC(=O)c2oc3ccccc3c2CSc2ncn[nH]2)s1 | -1.9 | -11 | -13 | -0.1
COCC(=O)N(Cc1cc2ccc(C)c(C)c2n2nnnc12)C1CCCC1 | -0.2 | -5 | 10 | 0.1
c1ccc(OCCNc2ncnc3nc(N4CCOCC4)[nH]c23)cc1 | -2.3 | 9 | 12 | 0.3
CCCCCCNC(=O)c1cc(Sc2ccc(C)cc2)nc2ccccc12 | -0.1 | 0 | -5 | 0.1
O=C1C2CCCCC2C(=O)N1c1ccc(Cl)c(C(F)(F)F)c1 (configuration not stated) | -0.4 | 1 | 5 | 0.3
CCc1ccc(C2NC(=O)NC(C)=C2C(=O)OCCSC)cc1 (configuration not stated) | 1.4 | -10 | -6 | -0.2
COc1ccc(NC(=O)CSc2nc3ccc(N4C(=O)c5ccccc5C4=O)cc3s2)c([N+](=O)[O-])c1 | -0.3 | -3 | 7 | -0.2
CCOC(=O)NC(Nc1sc2c(c1C#N)CCC(C(C)(C)C)C2)(C(=O)OCC)C(F)(F)F (configuration not stated) | -0.6 | -19 | 0 | 0.2
NC(=O)c1ccc(-c2nc(NCCc3ccc(O)cc3)c3ncn(CCN4CCCC4=O)c3n2)cc1 | 0.2 | 4 | -10 | 0.1
Cc1ccc(CN(Cc2cccnc2)C(=O)Nc2ccccc2)cc1 | -0.2 | 2 | 0 | -0.2
Cc1ncoc1C(=O)N1CCc2c([nH]c3ccccc23)C1c1ccccc1F (configuration not stated) | 0.4 | -2 | -6 | -0.2
COCCNc1ccc2ncc(-c3cccc(C(=O)O)c3)n2n1 | 0.2 | 1 | 1 | -0.3
O=C(c1ccc(F)cc1)N1CCN(S(=O)(=O)c2ccc([N+](=O)[O-])cc2)CC1 | -1.5 | -3 | 5 | 0.0
CCCOc1ccc(/C(O)=C2\C(=O)C(=O)N(CCN(CC)CC)C2c2ccccc2F)c(C)c1 (configuration not stated) | 1.2 | 6 | 18 | 0.3
COc1ccc(N2C(=O)C3C(C2=O)C2(C)C=CC3(C)O2)c([N+](=O)[O-])c1 (configuration not stated) | 0.5 | -3 | -3 | -0.1
CC(=O)c1cccc(NC(=O)c2sc3nc4cc5c(cc4cc3c2N)OCCO5)c1 | 0.0 | -6 | 0 | 0.1
CC(=O)c1cccc(Nc2nc3ccccc3n3c(C)nnc23)c1 | 0.0 | 6 | 4 | 0.0
O=C(O)CC(NS(=O)(=O)c1ccc(Br)cc1)c1cccnc1 (configuration not stated) | -0.4 | 18 | 2 | 0.0
COc1cccc(-c2nc3sc4c(c3c(=O)o2)CCCC4)c1 | -1.3 | 14 | 1 | 0.1
O=C1Nc2ccccc2C1=Nc1ccc(-c2nnc3n2CCCCC3)cc1 | -1.4 | 3 | -1 | -0.1
COc1ccc(OCCOc2ccc(/C=C3/C(=N)N4N=C(C5CCCCC5)SC4=NC3=O)cc2OC)cc1 | 0.4 | -1 | -4 | -0.2
COc1ccc(NC(=O)C2CCCN2C(=O)Nc2ccccc2OC)c(OC)c1 (configuration not stated) | -0.6 | -7 | 0 | -0.1
COc1ccc(C(=O)COC(=O)c2cc(=O)[nH]c3ccc(C)cc23)cc1 | 0.2 | 4 | -10 | 0.2
CC(C)(C)C(=O)COC(=O)c1cc([N+](=O)[O-])ccc1Cl | 0.0 | -1 | -13 | -0.3
CCCSc1nnc2c(n1)OC(c1cc(OC)ccc1OC)Nc1ccc(Br)cc1-2 (configuration not stated) | 0.0 | -2 | 10 | 0.1
CCOC(=O)N1CCN(C(=O)c2ccc(NCCc3ccc(Cl)cc3)c(S(=O)(=O)Nc3cccc(C(F)(F)F)c3)c2)CC1 | 0.3 | 3 | 21 | 0.1
